Screens deposited in PubChem by several laboratories.
bIAP act: intestinal alkaline phosphatase (bovine) activation; hit rate 0.17% among 200,000; AID 1016; purified bovine IAP, CDP-star luminescence, 30 min; stronger effect = higher value; fold of DMSO-control signal, blank-subtracted; activation factor at 20 µM;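 active = activation factor of 2 or more at 20 µM, a signal rise over negative controls twice the positive control's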
TNAP inh hi DEA: TNAP (human) inhibition, high acceptor | P05186 | purified TNAP, CDP-star luminescence, 1 M DEA | inhibition, % at 20 µM | hit rate 0.03% among 200,000 | AID 1135;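 active = over 50% inhibition of tissue-nonspecific alkaline phosphatase at 20 µM in the single-dose screen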;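 note: plate controls were DMSO wells for no effect and EDTA-quenched wells as full inhibition for full effect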
Target sequence (P05186 whole entry, looked up): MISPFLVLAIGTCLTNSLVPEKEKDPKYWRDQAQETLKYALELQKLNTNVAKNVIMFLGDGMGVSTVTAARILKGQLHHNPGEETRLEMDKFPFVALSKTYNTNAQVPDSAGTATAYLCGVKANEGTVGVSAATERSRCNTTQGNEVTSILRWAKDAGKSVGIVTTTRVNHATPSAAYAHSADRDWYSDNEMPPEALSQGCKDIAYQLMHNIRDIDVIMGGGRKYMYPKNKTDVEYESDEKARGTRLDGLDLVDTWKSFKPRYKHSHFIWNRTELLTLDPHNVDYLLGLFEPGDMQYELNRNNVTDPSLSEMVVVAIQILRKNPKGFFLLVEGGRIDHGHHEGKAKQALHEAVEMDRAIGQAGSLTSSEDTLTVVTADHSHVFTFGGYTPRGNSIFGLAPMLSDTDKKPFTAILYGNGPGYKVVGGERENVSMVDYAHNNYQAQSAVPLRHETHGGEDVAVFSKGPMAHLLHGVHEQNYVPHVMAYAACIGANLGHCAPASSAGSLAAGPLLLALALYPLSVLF
bIAP inhibitor: blocks bovine intestinal alkaline phosphatase activity | purified bovine IAP, CDP-star luminescence, 30 min | inhibition, % at 20 µM | 190,000 tested, under 10 active;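 active = over 50% inhibition of intestinal alkaline phosphatase at 20 µM in the single-dose screen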
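test system = bovine IAP enzyme | medium = DEA buffer 100 mM, pH 9.8, with MgCl2 1.0 mM, ZnCl2 0.02 mM | detection = luminescence | dosing = single compound dose of 20 µM, 2% DMSO final | incubation = 30 min reaction at room temperature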
TNAP inh no acc: blocks human TNAP activity with no phosphate acceptor present. P05186. purified TNAP, CDP-star luminescence, 30 min. inhibition, % at 20 µM. hit rate 0.26% among 200,000;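 active = tissue-nonspecific alkaline phosphatase inhibition above about 50% at 20 µM in the single-dose screen, limit read from the data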;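 note: 0% = DMSO negative control and 100% = EDTA positive control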
PPARg SRC2 recr: PPARgamma-driven SRC-2 recruitment agonism; P37231; PPARgamma LBD-SRC-2 recruitment, biochemical; activation, % at 8 µM; hit rate 0.34% among 200,000; AID 1032; in the data active = activation above about 22%;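 note: 0% = vehicle and 100% = reference agonist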
Target sequence (P37231 whole entry, looked up, the tested form may be a part): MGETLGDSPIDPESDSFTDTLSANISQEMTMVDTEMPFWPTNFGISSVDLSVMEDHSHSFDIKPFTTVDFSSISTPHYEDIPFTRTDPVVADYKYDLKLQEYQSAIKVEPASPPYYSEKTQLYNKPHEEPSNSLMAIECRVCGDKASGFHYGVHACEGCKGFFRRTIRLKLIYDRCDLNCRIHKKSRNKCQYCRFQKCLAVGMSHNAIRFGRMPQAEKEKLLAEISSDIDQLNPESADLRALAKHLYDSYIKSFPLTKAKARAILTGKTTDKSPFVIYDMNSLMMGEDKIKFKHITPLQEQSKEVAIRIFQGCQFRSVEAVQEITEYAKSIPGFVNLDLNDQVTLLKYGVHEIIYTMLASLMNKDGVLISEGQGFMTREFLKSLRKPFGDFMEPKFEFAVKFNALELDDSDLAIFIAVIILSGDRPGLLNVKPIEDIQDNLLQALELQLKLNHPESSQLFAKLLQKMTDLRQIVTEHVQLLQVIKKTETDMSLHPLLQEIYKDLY
PPARg SRC-3 ag: agonists of human PPARgamma SRC-3 coactivator recruitment. biochemical PPARgamma/SRC-3 coactivator recruitment assay. activation, % at 8 µM. hit rate 0.26% among 200,000. AID 731; in the data active = activation above about 23%;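 note: 0% = DMSO and 100% = reference agonist; some compounds past the cut are filed as inactive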
SRC2 TRFRET art: TR-FRET artefact, counter-screen to PPARgamma/SRC-2 agonist assay; stronger effect = higher value; TR-FRET ratio at 8 µM; hit rate 0.4% among 200,000; AID 1049; in the data active = TR-FRET ratio above about 2000; note: inactives centre near 1500
Efa HMGR inh: inhibitors of class II HMG-CoA reductase from Enterococcus faecalis. purified E. faecalis HMGR, NADPH absorbance 340 nm kinetic. inhibition, % at 10 µM. hit rate 0.41% among 190,000;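 active = inhibition above a set limit, the median over all tested compounds plus 3 SD, cut at about 9.5% in these data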;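 note: enzyme runs in reverse so mevalonate oxidation gives rising NADPH absorbance; 0% = complete reaction with DMSO and 100% = background rate lacking mevalonate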
PPARg SRC-1 ag: agonists of human PPARgamma SRC-1 coactivator recruitment. P37231. PPARgamma-SRC-1 coactivator recruitment biochemical assay. activation, % at 8 µM. hit rate 0.41% among 200,000; in the data active = activation above about 19%;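 note: 0% = DMSO and 100% = reference agonist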
TNAP act hi DEA: TNAP (human) activation, high acceptor | P05186 | purified TNAP, CDP-star luminescence, 1 M DEA, 30 min; stronger effect = higher value; 0 = EDTA background, 1 = DMSO-only activity | activation factor at 20 µM | 200,000 tested, under 10 active;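 active = activation factor at least 2 at 20 µM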
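Control set: EDTA negative control, DMSO positive control / Assay system: human TNAP / Quantity: TNAP 1/800 final / Evaluation: TNAP activation factor scaled between EDTA and DMSO control wells / Measured by: luminescent substrate turnover signal / Compound dosing: one dose, 20 µM / Times: 30 min enzyme reaction at room temperature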
* marks the source's active call; other numbers are inactive results; i = inactive.

Second line of a record – bIAP act | TNAP inh hi DEA | bIAP inhibitor | TNAP inh no acc | PPARg SRC2 recr | PPARg SRC-3 ag | SRC2 TRFRET art | Efa HMGR inh | PPARg SRC-1 ag | TNAP act hi DEA
- O=C(O)c1nc(-c2ccccc2)n(-c2cccc(C(F)(F)F)c2)n1
    0.9 | -5.8 | 7.7 | -12.9 | -0.6 | -3.8 | 1384 | 0.5 | -2.7 | 1.1
- Cc1ccc(S(=O)(=O)Nc2ccc(-c3cn4ccc(C)cc4n3)cc2)cc1
    1 | 3.6 | 2.4 | -2.2 | 5.0 | 3.6 | 1641 | -10.6 | 8.2 | 1
- CCOC(=O)c1c(C)[nH]c(C(=O)OCC(=O)Nc2cc(Cl)ccc2OC)c1C
    1.1 | -3.4 | -11.3 | -10.4 | -6.9 | 13.7 | 1585 | -7.7 | 5.0 | 1
- CCN(CC)S(=O)(=O)c1cc([N+](=O)[O-])ccc1NNC(=O)Nc1ccccc1OC
    0.8 | 22.9 | 21.8 | 12.1 | 4.0 | 1.5 | 1694 | -2.6 | 3.1 | 0.8
- O=C(N/N=C/c1ccncc1)C12CC3CC(CC(C3)C1)C2
    1.1 | -0.4 | -6.6 | -7.3 | 1.9 | 2.8 | 1533 | 6.1 | 5.3 | 1
- O=C(CCC1CCCN(C(=O)c2ccoc2)C1)NCc1ccccc1F (stereo not given)
    1 | -6.8 | -1.4 | -10.2 | 2.7 | -3.7 | 1425 | -1.4 | -0.9 | 1.1
- O=C(c1ccc(N2C(=O)CCC2=O)cc1)N1CCOCC1
    0.9 | -7.4 | 6.6 | -11.4 | 3.0 | -4.6 | 1501 | 6.7 | 2.1 | 1.1
- COc1ccc(N2C(=O)NC3CC2(C)Oc2ccccc23)cc1OC (stereo not given)
    0.9 | -4.0 | 8.1 | -10.0 | 0.6 | -4.3 | 1307 | -3.6 | -0.4 | 1
- CCOC(=O)N1CCC(NC(=O)C(NS(=O)(=O)c2ccc3c(c2)CCN3C(C)=O)C(C)C)CC1 (stereo not given)
    0.9 | 0.4 | 8.3 | -6.0 | 2.8 | 2.5 | 1714 | -0.6 | -0.3 | 1
- O=C(CSc1ncnc2sc3c(c12)CCCCC3)NCc1ccco1
    1 | -4.6 | 4.3 | -12.4 | 2.4 | 3.2 | 1501 | -4.5 | 1.4 | 1
- CCOC(=O)C1CCCCN1Cc1cn[nH]c1-c1ccc(F)cc1F (stereo not given)
    1 | -4.1 | -0.7 | 36.7 | -7.0 | 4.6 | 1605 | 0.2 | -2.3 | 1
- CCOC(=O)C1(CCOC)CCN(C2C3CC4CC(C3)CC2C4)CC1 (stereo not given)
    1.1 | 3.9 | -13.2 | -8.4 | 0.6 | 1.9 | 1725 | -3.9 | 10.3 | 1
- Cc1c(N/C(=N/S(=O)(=O)c2cc([N+](=O)[O-])ccc2Cl)c2ccccc2)c(=O)n(-c2ccccc2)n1C
    1 | 0.0 | -0.2 | -9.4 | 9.2 | 5.0 | 1568 | 5.6 | 3.3 | 1
- CC(=O)Oc1ccccc1N1C(=O)c2ccc(C(=O)O)cc2C1=O
    1 | -2.1 | -2.0 | -1.5 | 1.8 | 11.9 | 1646 | -2.7 | 0.7 | 1
- O=C(CNS(=O)(=O)c1cccc2nsnc12)NC1CCCCC1
    0.9 | -0.8 | 14.4 | -7.2 | 7.1 | -1.3 | 1481 | 1.1 | 1.4 | 1
- CNC(=S)NNC(=O)c1sccc1C
    0.9 | -2.6 | 10.7 | -3.7 | 13.4 | 1.4 | 1656 | -4.0 | 4.2 | 1
- C/C(=N\Nc1ccc([N+](=O)[O-])cc1[N+](=O)[O-])c1ccc(-n2nncc2C(C)(C)C)cc1
    0.8 | 14.3 | 24.4 | 0.6 | 11.6 | 1.0 | 1699 | 0.3 | -1.3 | 0.9
- O=C(COC(=O)COc1ccc2ccccc2c1)NC1CCCc2ccccc21 (stereo not given)
    1 | -1.3 | -2.3 | -16.9 | 3.2 | 0.5 | 1598 | -2.2 | 1.3 | 1
- CCN(CC)CCN(C(=O)c1ccccc1OC)c1nc2ccc(F)cc2s1
    0.9 | 1.0 | 6.6 | -8.1 | -1.4 | -0.1 | 1636 | -2.2 | 2.9 | 1
- CCCc1cc(=O)[nH]c(SCCOc2ccc(Cl)cc2)n1
    0.9 | -4.3 | 10.3 | -11.5 | -2.4 | -3.0 | 1486 | -1.8 | 4.2 | 1
- Cc1ccc(CCNC(=O)C2CCCN(S(=O)(=O)c3cnc[nH]3)C2)cc1 (stereo not given)
    0.9 | 0.0 | 11.7 | -6.1 | 8.5 | -2.4 | 1473 | 0.0 | -5.6 | 1
- CC(C)(C)c1cc(CCC(=O)NN)cc(C(C)(C)C)c1O
    1 | -4.6 | 2.7 | -15.5 | -4.5 | -1.1 | 1578 | 1.9 | 3.8 | 1
- Cc1cc(OCCCCCn2ccnc2)cc(C)c1Cl
    68.3* | -4.2 | i | -23.5 | 5.1 | 2.8 | 1663 | -2.8 | 10.3 | 1
- COc1cc(/C=C/C(=O)N2CCN(c3n[nH]c(=O)[nH]c3=O)CC2)cc(OC)c1OC
    0.9 | -2.2 | 7.1 | -9.8 | 5.0 | 3.8 | 1586 | -2.2 | 7.6 | 1
- FC(F)(F)c1nc2ccccc2n2c(-c3ccc(Cl)cc3Cl)nnc12
    1 | 2.6 | -2.0 | -3.2 | 8.0 | -1.6 | 1478 | 3.0 | 7.3 | 1
- CNC(=O)C12N=CNN=C1N(C)C(=O)N2C (stereo not given)
    1 | -1.7 | 2.2 | -9.8 | -2.8 | 0.6 | 1352 | -3.0 | -4.5 | 1
- C=CCn1cc(C(=O)OC)c(=O)c2cc(S(=O)(=O)N(CC)CC)ccc21
    1 | -4.8 | 0.4 | -9.1 | -0.4 | -6.4 | 1526 | -0.2 | 3.2 | 1
- CN(C)c1nc(Nc2ccc(Cl)cc2)nc(OCC#N)n1
    1.1 | -8.6 | -9.1 | -5.1 | -2.7 | -13.2 | 1535 | 2.1 | 0.0 | 1.1
- Cc1sc2nc(-c3cccnc3)nc(Cl)c2c1-c1ccccc1
    0.9 | -5.6 | 5.6 | 19.1 | 5.0 | 2.4 | 1671 | -5.9 | 7.8 | 1.1
- CCOc1cc(NC(=O)CC(C)C)c(OCC)cc1NC(=O)CCn1nnc2ccccc21
    0.9 | -0.7 | 9.9 | 8.3 | 12.6 | 5.3 | 1655 | 1.1 | 5.1 | 1
- Cc1ccc(NC(=O)CSc2ccccc2NC(=O)c2cccc(Cl)c2)cc1Cl
    0.9 | -4.4 | 7.5 | -16.4 | -8.6 | -1.5 | 1444 | -2.9 | -0.4 | 1
- COc1c(Cl)cc(Cl)cc1C(=O)Nc1ccc(NC(=O)c2cccs2)cc1
    0.9 | -2.8 | 11.5 | -1.6 | 12.1 | 8.4 | 1571 | -3.7 | 5.9 | 1
- C=CCn1c(SCC(=O)Nc2cc(C)nn2-c2ccccc2)nnc1C1CCCCC1
    1 | -7.0 | -3.0 | -11.4 | 2.9 | 6.0 | 1671 | -4.7 | 6.2 | 1.1
- Cc1cccc(OCC(=O)Nc2ccccc2-c2ccccc2)c1
    1.2 | 0.1 | -23.6 | -7.4 | 2.8 | 1.1 | 1569 | 0.5 | 15.2 | 1
- NNC(=O)c1cccc(COc2cccc(Br)c2)c1
    0.8 | 3.8 | 18.7 | -6.2 | -0.1 | 0.4 | 1574 | -2.5 | -9.6 | 1
- CC(=O)C1=C(O)CCC1=NCCc1ccccc1
    0.9 | -5.1 | 7.6 | -7.5 | -1.5 | -0.1 | 1574 | 0.4 | -6.8 | 1.1
- CC1(C)OC2OC(COC(=O)c3ccccc3)C3OC(C)(C)OC3C2O1 (stereo not given)
    1 | -2.3 | 0.6 | -2.9 | -6.7 | 3.9 | 1553 | -3.5 | 0.9 | 1
- CC1=CC(C)(C)N(C(=O)c2ccc(F)cc2)c2cc3c(cc21)OCO3
    0.9 | -2.0 | 9.3 | -5.4 | -1.4 | 6.4 | 1547 | -0.4 | 0.6 | 1
- COC(=O)c1cc(OC)c(OC)cc1NC(=O)c1ccccc1C
    0.9 | -7.1 | 5.5 | -15.2 | 5.3 | 0.0 | 1629 | 1.2 | 1.5 | 1.1
- COc1ccc(/C(CC2OC(=O)c3ccccc32)=N\NC(N)=O)cc1 (stereo not given)
    1 | -4.6 | -1.9 | -12.5 | -2.8 | 5.4 | 1465 | -1.1 | 1.1 | 1
- CCCCn1c(=O)nc2n(-c3ccccc3C)c3ccccc3cc-2c1=O
    0.9 | -3.2 | 6.2 | -5.4 | 3.0 | -1.4 | 1498 | 0.4 | -2.3 | 1
- Cc1ccc(S(=O)(=O)Nc2ccccc2CNC2CCCCC2)cc1
    1 | -3.9 | 1.0 | -13.9 | 2.9 | 4.5 | 1649 | -0.8 | -0.7 | 1
- CCOC(=O)N/N=C/c1ccc(N(CC)CC)cc1O
    0.9 | -2.0 | 10.9 | -109.8 | 2.2 | 4.9 | 1503 | -6.4 | 4.8 | 1
- CCC(C)(C)n1nnnc1CN1CCSCC1
    0.9 | -2.3 | 13.8 | -13.7 | -2.9 | 11.4 | 1296 | -4.0 | 0.4 | 1
- Cc1cc(NC(=O)CSc2nnc(-c3cccnc3)n2C)no1
    1 | -3.2 | 3.5 | -14.6 | 4.7 | 4.0 | 1504 | -0.9 | 0.1 | 1
- O=C(NC(=S)Nc1cc([N+](=O)[O-])ccc1O)c1cccnc1
    1.1 | 12.2 | -9.5 | 5.8 | -3.9 | -3.9 | 1685 | -5.9 | 1.5 | 0.9
- CCOC(=O)c1c[nH]n(-c2ccc(C)cc2)c1=O
    1.1 | -3.2 | -5.1 | -0.9 | -3.5 | -2.4 | 1672 | 0.4 | 2.0 | 1
- Cc1cccc(-c2nnc(SCCOc3ccc4c(C)cc(=O)oc4c3)o2)c1
    1 | 1.5 | -2.8 | 0.7 | -4.0 | -7.4 | 1424 | 1.5 | 1.4 | 1
- O=C(CCCOc1ccc(Cl)cc1)N1CCCCCC1
    1.1 | -1.4 | -10.4 | -7.4 | 10.9 | 9.7 | 1670 | -4.5 | 8.4 | 1
- CC(C)CCN(C(=O)Nc1ccc(Cl)cc1)C1CCN(C(C)C)CC1
    1.1 | -3.6 | -13.3 | -11.6 | 1.1 | -2.7 | 1483 | -2.3 | 0.1 | 1
- Cc1ccccc1N/C(SCc1ccc(Cl)cc1)=C(/C#N)C(N)=O
    1 | -4.4 | -4.5 | -3.5 | -7.1 | -0.2 | 1614 | -9.2 | -5.7 | 1
- CCN(CC)S(=O)(=O)c1cccc2cccnc12
    0.9 | -2.8 | 9.3 | -12.0 | 1.0 | -0.9 | 1361 | -1.1 | -1.5 | 1

Results in PPARg SRC-1 ag and SRC2 TRFRET art, for some of the entries so far:
canonical_smiles	PPARg SRC-1 ag	SRC2 TRFRET art
CCOC(=O)C1(CCOC)CCN(C2C3CC4CC(C3)CC2C4)CC1 (stereo not given)	10.3	1725
C=CCn1cc(C(=O)OC)c(=O)c2cc(S(=O)(=O)N(CC)CC)ccc21	3.2	1526
